P. falciparum M1AAP: malaria alanyl aminopeptidase activity blockers – biochemical, fluorogenic H-Leu-NHMec substrate, 1536-well (AID 1445); recombinant M1AAP, H-Leu-NHMec fluorogenic kinetic assay; higher % means a stronger effect; one-dose inhibition, % at 30 µM; IC50 in µM for titrated hits; actives 0.42% (n = 220,000);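 active = primary inhibition above the hit cutoff, then over 50% inhibition at one or more dose response concentrations, cut at about 23% in these data, passing the limit was not always enough; inconclusive = conflicting primary data, or primary hits not chosen for dose response; inactive = low primary inhibition, or under 50% at every dose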;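 note: plate controls were DMSO full reaction for no effect and no enzyme background for full effect; strong numbers were not always called active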
Lipid droplet: hepatic lipid droplet formation modulation; AML12 mouse hepatocytes, oleate lipid droplets, BODIPY imaging; inhibition, % at 6.5 µM; actives 0.4% (n = 240,000); AID 1656;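 active = lipid droplet intensity inhibited by at least 50%, with more than 500 cells counted; inconclusive = wells with under 300 cells, treated as cytotoxic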
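material = mouse AML12 hepatocyte cell line, fixed after treatment | also added = 100 µM oleic acid challenge | doses = compound at 6.5 µM only | schedule = overnight exposure | technique = Image-based BODIPY and DAPI two-channel analysis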
MT stabilizer: microtubule stabilizers in HeLa cells | AID 2205 | HeLa tubulin immunostaining HCS, 24 h; share of cells brighter than vehicle mean+2SD | % tubulin-high responders, % at 10 µM | actives 0.83% (n = 200,000);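 active = plate Z-score above 3 for both tubulin-high and condensed-nucleus cell shares, with cell loss under 80%, at 10 µM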;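 note: anti alpha tubulin signal scored within the nucleus-defined area of each cell; some results filed as inactive read as strong as hits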
Dynein cargo inh: dynein cargo transport inhibition. AID 1381. z-score, hits read low. 3617.4 mouse cells, GR-EGFP nuclear translocation imaging; test concentration mostly 20 µM; stimulated with dexamethasone, 1 µM; active compounds read low. actives 0.47% (n = 220,000);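 active = plate z-score of nuclear minus cytoplasmic receptor signal below a set negative limit, without overly bright fluorescence or cell loss, cut at about -3.5 in these data, passing the limit was not always enough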;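 note: z-score of nuclear minus cytoplasmic ring GR-EGFP intensity difference per well; some compounds called inactive have numbers as strong as hits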
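Buffer or medium: tet-free, stripped-serum medium; reagent: dexamethasone at 1.0 µM final, 30 min; incubation: 48 h induction, 1 h compound, 30 min dex at 37 °C; measured by: formaldehyde fixation, Hoechst nuclear stain, 10x automated fluorescence imaging; read-out: nuclear-to-cytoplasmic GR-EGFP distribution per well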
M17LAP inhibition: P. falciparum M17LAP inhibitors, primary screen, biochemical, fluorogenic H-Leu-NHMec substrate, 1536-well (AID 1619); recombinant M17LAP, H-Leu-NHMec fluorogenic kinetic assay; higher % means a stronger effect; actives 0.38% (n = 220,000); inhibition, % at 30 µM; hits with a dose series show IC50 in µM;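 active = compound inhibiting the enzyme by more than half at any dose during confirmatory dose-response retesting; inconclusive = strong single-dose inhibitors picked by rank but not retested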;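 note: plate controls were full reaction with DMSO carrier for no effect and no enzyme background for full effect; strong numbers were not always called active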
CSM14.1 death rescue: protection against thapsigargin-triggered cell killing – 384-well, CSM14.1, ATP luminescence, primary screen (AID 1222). CSM14.1 thapsigargin-induced death rescue, ATP luminescence; higher % means a stronger effect. cellular ATP content (survival), % at 20 µM, or EC50 in µM where a hit was titrated. 190,000 tested, under 10 active;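 active = EC50 below 50 µM in the dose-response confirmation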;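 note: death triggered by thapsigargin at about 15 µM added after 2 h compound pretreatment; cell ATP read after overnight thapsigargin exposure of roughly 18 to 22 hours; normalized against plate controls of thapsigargin alone and 5% DMSO vehicle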
Autophagy HCS: autophagy modulation, high-content screen; MEF GFP-LC3 puncta imaging; test concentration mostly 10 µM; calls only at 10 µM (by protocol); actives 0.98% (n = 190,000); AID 463193;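 active = percentage of spot-positive cells more than 3 SD above its plate mean, without a fluorescence outlier flag or 80% toxicity; inconclusive = no clear call, values can overlap the other calls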;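 note: spot-positive cell cutoff set from DMSO-treated cells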
Yfh1-off respiration: enhancers of respiration in Yfh1-depleted yeast, dose response, Friedreich's ataxia, plus single-dose screen (AID 1465); S. cerevisiae Yfh1-off respiration, WST-1 reduction, 72 h; higher fold induction means a stronger effect; fold induction at 50 µM; hits with a dose series show EC50 in µM; actives 0.074% (n = 220,000);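 active = fold induction of absorbance versus untreated yeast above a set limit, then at least 30% activation at any dose in follow-up; inconclusive = repeats straddling the limit, or above it without dose testing; inactive = fold induction below the set limit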;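 note: activators that raise dye reduction in frataxin-depleted yeast; strong numbers were not always called active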
Ins promoter up: MIN6 insulin promoter up-regulation | MIN6 insulin promoter-GFP reporter, high-content imaging; active compounds read high | z-score at 5 µM | actives 0.3% (n = 190,000);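 active = z-score above 3 at 5 µM with at least 500 cells counted in the well; inconclusive = wells under 500 cells, flagged as cytotoxic or low count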
Dynein cargo inh cytoplasmic EGFP: further read-out of Dynein cargo inh, marked with its call; z-score; measured here: cytoplasmic GR-EGFP intensity; active compounds read high
Dynein cargo inh nuclear GR-EGFP: second read-out of Dynein cargo inh, no call of its own (marks repeat the call); z-score; measured here: nuclear GR-EGFP intensity;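 lower value marks the stronger effect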
Dynein cargo inh cell count: second read-out of Dynein cargo inh, no call of its own (marks repeat the call); z-score; measured here: cell count per field
Ins promoter up cell count: further read-out of Ins promoter up, marked with its call; cell count; measured here: cytotoxicity, nuclei count;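 total cells summed across four imaged fields per well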
Lipid droplet cells 6.5 µM: also measured in Lipid droplet; calls as there; cell count; measured here: cell count, cytotoxicity flag;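 cells counted across two imaged fields per well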
MT stabilizer Hoechst-high %: recorded beside MT stabilizer, whose call it bears; % Hoechst-high responders; measured here: nuclear condensation Hoechst responders;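 share of cells brighter than vehicle mean plus two SD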
MT stabilizer cytotoxicity %: recorded beside MT stabilizer, whose call it bears; toxicity, %; measured here: cytotoxicity by cell density;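 0% = mean cell density of plate MIN control wells and 100% = no cells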
Autophagy HCS cell loss 18 h: also measured in Autophagy HCS; calls as there; toxicity, %; measured here: cell loss, nuclei count;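 cell loss after 18 h compound exposure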
Active calls of the source: *; i = inactive; ? = inconclusive; · = not tested or not shown. Rows are unselected; overall some 3.5% were active at least once.

SMILES	P. falciparum M1AAP	Lipid droplet	Lipid droplet cells 6.5 µM	MT stabilizer	MT stabilizer Hoechst-high %	MT stabilizer cytotoxicity %	Dynein cargo inh	Dynein cargo inh cytoplasmic EGFP	Dynein cargo inh nuclear GR-EGFP	Dynein cargo inh cell count	M17LAP inhibition	CSM14.1 death rescue	Autophagy HCS	Autophagy HCS cell loss 18 h	Yfh1-off respiration	Ins promoter up	Ins promoter up cell count
O=C(Cn1ccc([N+](=O)[O-])n1)Nc1ccccn1	4%	-2	773	3.6	1.3	4.0	1.3	-0.24	1.1	-1.3	4%	-0.7%	i	15	i	0.18	1392
CS(=O)(=O)Nc1ccc([N+](=O)[O-])cc1Oc1ccccc1	7%	7	733	2.7	3.3	2.0	-0.43	-0.26	-0.035	0.46	53%	-2.0%	i	14	i	·	·
CCOC(=O)/C(C#N)=C\c1ccco1	16%	·	·	1.2	1.8	4.0	0.54	-0.23	1	0.38	20%	-0.8%	i	-15	i	0.3	1500
COc1cc(S(=O)(=O)NC2CCCC2)ccc1F	-3%	3	832	0.8	1.0	5.9	-0.62	0.39	-0.24	0.009	11%	-1.5%	i	-4	i	0.2	852
CCN(CC)S(=O)(=O)c1ccc(C(=O)NNC(=O)c2cccs2)cc1	6%	1	655	4.4	3.0	7.7	-0.077	-0.23	-0.2	0.037	8%	0.3%	i	7	i	-0.06	1382
COc1ccc(OC)c(C(c2nnnn2Cc2ccco2)N2CCN(C)CC2)c1 (centres undefined)	·	-3	719	1.4	2.3	15	0.32	-0.3	0.45	-0.0029	·	0.7%	i	-9	i	0.09	1584
O=C(NCc1cccs1)C1CC(c2ccccc2O)=NO1 (centres undefined)	2%	7	780	16	7.5	18	-0.32	-0.26	-0.19	0.13	10%	3.1%	i	9	·	-1.3	1193
Cc1cnn2c(C3CC3)ccnc12	-2%	4	694	2.0	2.9	9.4	-0.66	-0.21	-0.96	0.31	0%	·	i	-7	i	0.31	1152
O=C(CSc1ccccn1)Nc1ccc(N2CCOCC2)cc1	5%	1	675	2.7	3.5	4.1	-0.53	-0.22	-0.56	0.37	23%	1.2%	i	-8	i	-0.59	1289
CCCCc1cc2c(c(NC(C)=O)n1)c(=O)oc1ccccc12	-3%	-9	597	4.2	1.9	7.2	-0.71	-0.21	-0.19	0.18	-7%	·	·	·	i	-0.04	1488
Cc1csc(SCC(=O)NCc2cccc(Cl)c2)n1	11%	0	731	3.2	2.2	3.7	0.12	-0.37	0.42	0.36	-9%	1.9%	i	-1	i	0.11	1218
Cc1nc(Nc2ccc3c(c2)OCCO3)c2c(C)c(C)sc2n1	9%	10	693	1.8	2.0	3.6	-0.89	-0.21	-0.63	0.48	44%	1.3%	i	20	i	-1.4	1297
CO/N=C/NC(=O)c1c(OC)ccnc1Oc1ccc(Cl)cc1	0%	·	·	2.7	1.2	9.1	0.079	-0.21	-0.27	-0.27	-10%	1.0%	i	-23	i	1.6	1714
CCCC(=O)NC(=S)Nc1cccc(C(C)=O)c1	9%	·	·	2.1	1.7	6.6	-0.76	0.088	0.35	1.7	10%	-1.4%	i	23	·	1.2	1438
CCNC(=S)NNC(=O)c1ccccc1Cl	-13%	16	617	2.8	2.5	1.7	0.41	-0.26	-0.21	-0.41	-13%	-3.1%	i	0	i	-0.47	1330
COc1cccc(Nc2nc(-c3cccs3)nc3ccccc23)c1	14%	-2	680	1.8	2.1	7.5	1.7	-0.24	1.7	-1.5	-2%	-2.5%	i	-21	i	-0.34	1237
COc1cc(NS(=O)(=O)c2ccc(C)cc2)c2ncccc2c1	-19%	-55	703	11	3.6	15	-0.47	0.46	0.1	-2.3	9%	11%	i	18	i	?	·
COCCNC(=O)c1ccc2c(c1)nc(C)n2-c1cc(OC)c(OC)c(OC)c1	6%	·	·	1.2	1.2	9.3	-0.34	-0.24	-0.04	1.1	15%	1.7%	i	-17	i	-0.54	1635
CC(=O)Nc1ccc(SCC(=O)Nc2sccc2C#N)cc1	3%	2	727	2.1	1.6	0.4	-1	-0.19	-0.42	0.29	-2%	-9.5%	i	-10	i	0.44	1374
CCCC12C(=O)C(C)(C(c3ccccc3)=C1c1ccccc1)C1C(=O)N(c3ccc(C)cc3)C(=O)C12 (centres undefined)	0%	8	812	2.6	3.6	10.0	-0.51	-0.31	-0.57	0.65	0%	1.0%	i	-18	i	-1.9	673
CN(C)c1ccc(N=Nc2cccc3ccoc23)cc1	5%	40	719	·	·	·	-0.49	-0.25	-0.26	0.41	1%	·	·	·	?	0.41	1450
O=C(CSc1nc(-c2ccco2)cc(C(F)(F)F)n1)Nc1ccc2c(c1)CCC2	5%	-1	851	47*	28*	32*	-0.61	-0.25	-0.37	1.7	15%	0.6%	i	40	i	0.87	1056
O=C(CSc1ncccn1)N1CCN(S(=O)(=O)c2ccccc2)CC1	·	-2	677	·	·	·	-0.39	-0.79	-0.42	0.092	·	·	·	·	i	-0.9	1029
Cc1ccc2occ(/C=N/O)c(=O)c2c1	11%	·	·	2.7	2.4	7.3	-1.3	-0.13	-0.14	0.63	10%	-0.4%	i	-29	i	0.43	1479
Cc1ccc(OCC(=O)N/N=C2\CCOc3c(C)cccc32)cc1	3%	·	·	1.2	1.8	6.6	2.6	-0.21	0.15	-2	0%	2.8%	i	-25	i	0.43	1383
Cc1ccc(NC(=O)C2CC(=O)N(Cc3ccccc3)C2)cc1S(=O)(=O)N1CCCCCC1 (centres undefined)	11%	-7	653	4.1	2.9	7.8	-0.87	-0.28	-0.66	0.85	-14%	5.1%	i	2	i	-0.7	1449
Cc1ccc2nsnc2c1S(=O)(=O)N1CCCC1C(=O)O (centres undefined)	-2%	-16	729	3.0	1.5	6.4	1.5	-0.074	1.6	-1	10%	0.4%	i	-7	i	0.66	1457
O=C1CC(NCc2ccc3c(c2)OCO3)C(=O)N1CCc1ccccc1 (centres undefined)	5%	-11	721	2.5	3.9	11	0.55	0.11	0.91	-0.11	-6%	0.2%	i	12	i	0.87	1224
CCCCN(CCCC)C(=O)c1nsnc1-c1ccccc1O	1%	42	842	1.5	1.3	7.4	-0.56	0.0029	0.1	-0.28	11%	-0.7%	i	-2	i	0.71	993
COC(=O)c1cnc2c(c(C)nn2C)c1OC	-5%	-3	760	·	·	·	-0.26	-0.0043	-0.41	0.51	-6%	·	·	·	i	-0.2	1306
C=CCN(CC=C)C(=O)COC(=O)c1n[nH]c2ccccc12	2%	4	712	4.1	1.4	7.7	0.96	-0.22	0.25	-0.18	-4%	-1.6%	i	5	i	-0.07	1363
Cc1ccccc1CN1CCNC(=O)C1CC(=O)O (centres undefined)	2%	-21	697	1.4	2.3	6.0	-0.46	-0.17	-0.13	0.057	1%	0.7%	i	-9	i	0.62	1621
COc1cccc(-c2onc3ccc(C4(C)OCCO4)cc23)c1	2%	-10	689	1.8	2.3	2.5	1.2	-0.11	0.82	-1.9	5%	-0.3%	i	-7	i	-0.89	1176
Cc1cc2oc(C(=O)N(Cc3cccs3)C3CCS(=O)(=O)C3)cc(=O)c2cc1Cl (centres undefined)	4%	0	686	·	·	·	-0.72	-0.028	-0.41	0.27	-2%	·	·	·	i	0.41	1091
COc1cc2c(cc1O)C(SC)=NC(C)(C)C2	8%	-2	715	1.5	0.0	46	-4*	2.4*	-1.2*	-1.2*	9%	0.9%	i	2	i	-0.15	1201
N#CCCN1CCN(C(=O)c2c(N)no[n+]2[O-])CC1	8%	4	674	1.4	1.8	9.9	0.024	-0.2	-0.23	0.52	5%	-0.5%	i	9	i	-0.39	1360
Cc1[nH]c(C)c2c(=O)n(Cc3ccc(Cl)cc3)ncc12	-2%	-3	708	·	·	·	-1.5	-0.24	-0.76	1.6	1%	·	·	·	i	·	·
Cc1cccc(NC(=O)C2CCCN(S(=O)(=O)c3cccc4nsnc34)C2)c1 (centres undefined)	9%	6	823	1.2	1.5	7.1	-0.29	-0.26	-0.16	0.35	-10%	-4.1%	i	-6	i	·	·
CN1/C(=C\C(=O)COC(=O)C2COc3ccccc3O2)C(C)(C)c2ccccc21 (centres undefined)	7%	·	·	3.7	3.9	5.7	-0.75	-0.17	-0.2	-0.36	-8%	2.2%	i	-13	·	-0.47	1169
COc1cccc(CN(C)C(=O)CCc2nnc(-c3ccsc3)o2)c1	6%	-13	652	1.2	1.3	11	-0.25	-0.14	-0.36	0.49	-2%	-2.3%	i	-4	i	0.4	1600
O=C(NCc1ccccc1)c1onc(CSc2ccccc2)c1C(=O)NCC1CC1	7%	·	·	·	·	·	0.47	-0.73	0.36	0.13	8%	·	·	·	i	-2.1	947
N#Cc1cc(Oc2cccc3cccnc23)c(-n2nnc3ccccc32)cc1C#N	5%	·	·	8.6	1.2	3.3	-1.4	0.41	-0.61	-0.099	24%	-1.8%	i	-2	i	-0.87	1227
